Screens from PubChem.
Integrin act MD = activators of alpha7 integrin expression for muscular dystrophy; alpha7betagal myoblasts, beta-gal FDG fluorescence, 48 h; Potency, µM (titrated, usually from 38.3 µM), for the others: at the top dose activation, usual class: activators; 350,000 compounds, 0.064% hits; AID 624291;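 also: potency is read from the fitted curve at half-maximal effect; 100% = response of the positive control SU9516; nearly all actives have a fitted effect of over 60% in size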
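alpha7betagal+/- myoblasts (passage 13, 250/well) treated 48 h at 37C with compounds at 1:260 dilution of DMSO stock. Lysed, then beta-galactosidase activity read as FDG fluorescence (ex 480/em 540) after 30 min, with pre-read for autofluorescence.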
TSHR antagonist = blocks TSH signaling through the human TSH receptor. P16473. TSHR-expressing cells, TSH-stimulated cAMP HTRF, 2 h; active compounds read low. activity change, negative = inhibition, % at 11.5 µM. 330,000 compounds, 0.2% hits;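 active = activity change below a set negative limit, meaning inhibition stronger than a set level, cut at about -70% in these data; inconclusive = activity change between two set negative limits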; also: % is scaled to controls: 0 for no effect and ±100 for the full control effect
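Freshly harvested TSHR cells receive pin-tooled compound, then EC80 TSH at 4nM final. After 2 hours at 37 deg C, antibody in lysis buffer and cAMP-d2 are added; 30 minutes at ambient temperature precede the HTRF read.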
S-ASM inh = human S-ASM enzyme inhibition; 340,000 compounds, 0.006% hits; Potency, µM (titrated, usually from 57.5 µM), inactives show top-dose activity change, negative = inhibition, actives largely listed as inhibitors; placental ASM, HMU-PC fluorogenic substrate, 60 min; P17405; also: potency is read from the fitted curve at half-maximal effect
Target sequence (P17405 47-631 limits assumed): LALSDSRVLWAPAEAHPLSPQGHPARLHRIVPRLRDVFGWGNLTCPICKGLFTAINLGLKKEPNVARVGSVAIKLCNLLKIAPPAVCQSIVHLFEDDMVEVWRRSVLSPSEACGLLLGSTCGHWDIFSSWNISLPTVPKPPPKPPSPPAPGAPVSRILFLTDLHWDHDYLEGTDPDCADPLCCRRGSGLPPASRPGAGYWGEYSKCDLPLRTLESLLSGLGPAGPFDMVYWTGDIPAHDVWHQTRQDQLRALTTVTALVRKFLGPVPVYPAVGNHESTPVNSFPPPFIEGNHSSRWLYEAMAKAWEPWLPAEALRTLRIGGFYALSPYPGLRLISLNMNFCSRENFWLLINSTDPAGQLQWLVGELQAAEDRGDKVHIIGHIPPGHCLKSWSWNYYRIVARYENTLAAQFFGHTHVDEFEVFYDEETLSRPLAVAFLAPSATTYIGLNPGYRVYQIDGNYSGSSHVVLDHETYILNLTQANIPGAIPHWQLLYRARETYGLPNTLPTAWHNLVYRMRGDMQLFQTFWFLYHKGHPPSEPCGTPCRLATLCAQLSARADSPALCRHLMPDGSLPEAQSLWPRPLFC
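Fluorogenic HMU-PC substrate (9 uM final) is turned over by placental ASM in 60 min at 37 C after a 10 min compound preincubation. Reaction ended by alkaline stop (pH 10), with fluorescence read at 386/447 nm.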
Mito fusion act = mitochondrial division inhibition or fusion activation; Potency, µM (top dose mostly 46.1 µM), inactives show at the highest dose growth rescue (activation), usual class: activators; S. cerevisiae fusion-defective mutant growth rescue, CellTiterGlo 48 h; 320,000 compounds, 0.23% hits; AID 485298;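 also: potency is read from the fitted curve at half-maximal effect; % of control where 0% means no effect; nearly all actives have a fitted effect of over 45% in size; temperature-sensitive fusion mutants such as fzo1-1 at 37 °C on non-fermentable ethanol glycerol medium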
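Temperature-sensitive fusion-defective S. cerevisiae (e.g. fzo1-1, mgm1-5) were grown with compound in YPEG medium (3% ethanol, 3% glycerol) for 48 hours at 37C. Growth rescue was measured as viability by CellTiterGlo luminescence after 10 minutes at ambient.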
TCR activator = activators of T cell receptors | primary human leukocytes, anti-CD3, IL-2 HTRF, 48 h | Potency, µM (highest dose often 9.22 µM), without a hit: at the highest dose activation of IL-2 secretion, hits mostly activators | 330,000 tested, under 10 active | AID 504894; also: % of control where 0% means no effect
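IL-2 release read by HTRF sandwich (Eu cryptate donor, d2 acceptor, 665 nm emission) after 48 hr exposure of primary human leukocytes to compound together with anti-CD3 beads in the absence of co-stimulatory signals.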
Tb PFK inh = blocks T. brucei phosphofructokinase. T. brucei PFK, ADP-Glo luminescence. Potency, µM (titrated, usually from 57.5 µM), for inactives: top-dose activity, negative = inhibition, usual class: inhibitors. 330,000 compounds, 0.17% hits;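 also: potency is read from the fitted curve at half-maximal effect; 0% = uninhibited 1x PFK enzyme wells and -100% = no-enzyme wells; nearly all actives have a fitted effect of over 60% in size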
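In TEA buffer at pH 8.0 with 5 mM MgCl2, enzyme (1.25 nM) converted F6P (0.5 mM) and ATP (0.1 mM) for 45 min at room temperature. ADP product was read by luciferase luminescence.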
AT treatment = potential ataxia-telangiectasia treatment. 320,000 compounds, 0.19% hits. […] A-T fibroblasts, KAP-1 phosphorylation AlphaLISA; neocarzinostatin DNA damage 30 min before lysis. AID 485349. Potency, µM (top dose mostly 57.5 µM), for the others: top-dose activation, actives largely listed as activators; also: potency is read from the fitted curve at half-maximal effect; % of control where 0% means no effect; nearly all actives have a fitted effect of over 45% in size
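hTERT-immortalized A-T patient fibroblasts ([…]), 500 cells/well in OPTI-MEM, 1% FBS, got compounds for 60 min, then NCS for 30 min at 37C. Lysates were then assayed for phospho-KAP-1 by AlphaLISA (anti-pKAP1 donor, anti-KAP1 acceptor beads), 6 hr at 25C.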
BCR signal inh = inhibitors of chronic active B-cell receptor signaling; ABC-DLBCL IkBa-CBG/CBR reporter, luminescence ratio, 4 h; Potency, µM (doses to about 46.1 µM), without a hit: top-dose ratio change, negative = lower green/red ratio, hits mostly inhibitors; 340,000 compounds, 0.05% hits; active = well fitted inhibition curve with a large enough effect in the signal ratio, with a control signal flat, not every such curve was filed as active; inconclusive = small, poorly fitted or top-dose-only effect, or effect the other way, or a change in a side signal; the % refers to the signal ratio;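 also: potency is read from the fitted curve at half-maximal effect; plate controls were basal doxycycline-induced cells for no effect and cells given 10 µM MG132 for full effect; MG132 reads +100%, hits lower the ratio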
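TMD8 human ABC-DLBCL cells with doxycycline-inducible IκBα–green luciferase fusion and unfused red luciferase, in 0.5% FBS medium; compounds up to 46 uM, 4 h at 37C. Green/red luminescence ratio, filter-overlap corrected, fitted to concentration-response curves.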
Eya2 inh = blocks the phosphatase activity of human Eya2. AID 488837. 330,000 compounds, 0.006% hits. recombinant Eya2, OMFP fluorescence dephosphorylation (OMFP is methylfluorescein phosphate). O00167. Potency, µM (doses to about 76.9 µM), inactives show top-dose activity, negative = inhibition, most hits filed as inhibitors; also: potency is read from the fitted curve at half-maximal effect; % is scaled to controls: 0 for no effect and ±100 for the full control effect
Target sequence (O00167 whole entry, looked up): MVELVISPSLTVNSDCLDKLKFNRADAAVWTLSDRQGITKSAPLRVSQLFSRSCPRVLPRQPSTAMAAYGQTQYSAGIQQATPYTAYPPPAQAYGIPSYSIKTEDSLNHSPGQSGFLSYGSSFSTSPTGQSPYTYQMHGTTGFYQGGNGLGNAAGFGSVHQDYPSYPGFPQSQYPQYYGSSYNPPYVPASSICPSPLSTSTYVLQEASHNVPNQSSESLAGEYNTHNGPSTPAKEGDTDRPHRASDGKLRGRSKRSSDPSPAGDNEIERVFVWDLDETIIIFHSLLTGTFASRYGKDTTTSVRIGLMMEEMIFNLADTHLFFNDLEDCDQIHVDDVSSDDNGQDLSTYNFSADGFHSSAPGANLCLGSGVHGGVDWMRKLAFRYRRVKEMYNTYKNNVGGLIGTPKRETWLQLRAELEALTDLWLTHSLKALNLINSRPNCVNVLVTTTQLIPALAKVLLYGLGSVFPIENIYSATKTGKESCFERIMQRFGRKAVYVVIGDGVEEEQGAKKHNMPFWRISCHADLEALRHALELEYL
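Eya2 (0.2 uM) preincubated 10 min at ambient with compound, then OMFP substrate added at 50 uM; 10 min reaction in 50 mM HEPES pH 7.5, 50 mM NaCl, 5 uM MgCl2, 0.05% BSA, 1 mM DTT. Fluorescence read at Ex 485/Em 525 nm.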
ELG1 DNA repair = inhibitors of ELG1-dependent DNA repair in HEK293T cells; HEK293T ELG1-luciferase reporter, luminescence, 16 h; DNA damage induced by 5-fluorouridine; Potency, µM (series often up to 46.1 µM), for the others: at the top dose activity change, negative = inhibition, actives largely listed as inhibitors; 330,000 compounds, 2.3% hits; also: potency is read from the fitted curve at half-maximal effect; % is scaled to controls: 0 for no effect and ±100 for the full control effect; nearly all actives have a fitted effect of over 55% in size
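In this reporter screen, reduction of luminescence relative to DMSO vehicle indicated activity. Compounds and 5-fluorouridine were added together to 2,000 cells per well, incubated for 16 hr at 37 °C, then developed with ONE-Glo.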
TSG101-PTAP inh = blocks PTAP/TSG101 interaction to inhibit HIV-1 budding. AID 493005. Q99816. Fluorescence polarization, FITC-PTAP peptide / Tsg101 binding. Potency, µM (doses to about 115 µM), for inactives: at the top dose activity change, negative = inhibition, hits mostly inhibitors. 340,000 tested, under 10 active; active = well fitted inhibition curve with a large enough effect in the main read-out, with a control signal flat, not every such curve was filed as active; inconclusive = small, poorly fitted or top-dose-only effect, or effect the other way, or a change in a side signal; inactive = no such curve, though single readings can be large or run the other way; also: potency is read from the fitted curve at half-maximal effect; % of control where 0% means no effect
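Compounds were pin-transferred onto Tsg101 binding domain (10 uM final) in HEPES pH 7.5 buffer, then FITC-PTAP peptide was added at 50 nM final. After 20 min at RT, polarization reported peptide displacement across a qHTS concentration series.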
* = called active by the depositor; u = inconclusive; x = not tested or not shown; [ ] = remark or other dose. Unless noted, calls follow the shape of the dose curve; as a rule, active = well fitted curve in the direction sought with a large enough effect; inconclusive = small, poorly fitted or top-dose-only effect, or another doubt; inactive = no such curve, though single readings can be large; an effect the other way counts as inactive or inconclusive.

SMILES	Integrin act MD	TSHR antagonist	S-ASM inh	Mito fusion act	TCR activator	Tb PFK inh	AT treatment	BCR signal inh	Eya2 inh	ELG1 DNA repair	TSG101-PTAP inh
Cc1ccc(C)c2[nH]c(=O)c(CCNC(=O)CC(C)C)cc12	2%	-2	-1%	0%	1%	-3%	2%	7%	-2%	-5%	-1%
CCC(CC)C(=O)Nc1cccc(C(=O)Nc2ccc3c(c2)OCO3)c1	-6%	16	1%	-2%	7%	-3%	-2%	8%	-1%	u	-11%
Cn1c(CCC(=O)OCC(=O)NCc2ccc3c(c2)OCO3)nc(=O)c2ccccc21	18%	8	1%	-4%	2%	-3%	3%	-11%	-3%	8%	-2%
Cc1ccc(NC(=O)c2cc3c(=O)oc4ccc(C)cc4c3s2)nc1	x	-8	x	-1%	x	2%	5%	-5%	27%	2%	x
O=C(O)CSc1nc(-c2ccc(Cl)cc2)nc2c1oc1ccccc12	7%	-39	25%	8.9µM*	6%[46.1 µM]	10%	0%	-1%	7%	-14%	-10%
COCCN(C(=O)COC(=O)c1ccc(Cl)nc1)c1c(N)n(Cc2ccccc2)c(=O)[nH]c1=O	36%	1	1%	3%	0%	4%	11%	-4%	21%	17%	-6%
COc1ccc(C(=O)COC(=O)c2cc(S(=O)(=O)NCc3ccccc3)ccc2O)cc1	0%	-18	-8%	10%	-2%	-5%	7%	-5%	-12%	6%	-1%
Cc1cc(C)cc(NC(=O)Cn2cc(C=O)c3ccccc32)c1	-14%	20	-2%	2%	x	-1%	-10%	-3%	-12%	-19%	3%
CC1CCN(Cc2c(O)ccc3c2O/C(=C\c2ccco2)C3=O)CC1	-20%	5	11%	1%	-6%	u	-8%	0%	5%	-7%	u
CCc1ccc(NC(=O)CSc2nnc(Cc3cccn3C)n2-c2ccc(OC)cc2)cc1	-7%	7	-2%	7%	-5%	-9%	-4%	10%	7%	-18%	-8%
C=CCn1c(SCC(=O)Nc2ccccc2)nc2scc(-c3cccs3)c2c1=O	u	5	-7%	-5%	4%	-2%	3%	26%	4%	u	0%
COc1cccc(NC(=O)c2nc(S(C)(=O)=O)ncc2Cl)c1	-59%[inhibitor]	-45	1%	-34%[inhibitor]	-3%	-16%	0%	u	2%	u	1%
Cc1cccc(NC(=O)CSCC(=O)Nc2ccccc2N2CCCC2)c1	-12%	-2	6%	0%	x	0%	4%	4%	2%	4%	-10%
O=C(Nc1cc(C(F)(F)F)ccc1Cl)c1ccc(NC(=O)C(F)(F)F)cc1	-18%	0	-1%	8%	-3%[46.1 µM]	7%	-1%	6%	-3%	6%	2%
Cc1nn(C)c(C(=O)NC(=S)Nc2ccccc2Br)c1Cl	-15%	-5	-3%	-1%	4%	-7%	10%	u	-1%	0%	-6%
COc1ccc(-c2ccnc(-c3ccc(O)cc3)n2)cc1	-20%	-3	-2%	5%	4%	0%	5%	u	-12%	u	0%
CCOC(=O)COn1c(=O)c(-c2ccc(C)cc2)[n+]([O-])c2ccccc21	-11%	-1	18%	7%	1%	3%	10%	2%	11%	u	0%
OC(COc1ccc2c(c1)OCO2)CN1CCc2ccccc2C1 (stereo not drawn)	-17%	5	2%	0%	1%	2%	0%	0%	10%	-5%	-3%
CCc1nccn1CCC(=O)N1CCCC(N2CCN(c3ccccc3C)CC2)C1 (stereo not drawn)	-4%	14	3%	0%	-2%	0%	10%	8%	-4%	-10%	-3%
CC(=O)c1ccc(-c2ccccc2OC(F)(F)F)o1	-21%	29	0%	-8%	8%	0%	14%	4%	17%	u	-5%
CCCC(=O)N(c1ccc(OCC)cc1)C1C=CS(=O)(=O)C1 (stereo not drawn)	8%	-9	5%	-1%	-2%	0%	-6%	u	5%	3%	3%
COc1cc(/C=C2\Oc3ccc(C#Cc4ccc(O)cc4)cc3C2=O)cc(OC)c1	-33%	-3	-11%	x	3%	6%	11%	1%	-6%	-27%	x
CCN(CC)CC(=O)NN(Cc1ccccc1)c1ccccc1	-10%	4	3%	-5%	4%	-1%	12%	-14%	-3%	8%	0%
CCCS(=O)(=O)C(=C(Nc1ccccc1)Nc1ccccc1)S(=O)(=O)CCC	15%	3	4%	-1%	0%	-4%	-2%	10%	6%	-2%	-6%

One compound at a time, as listed above. Order of screens: Integrin act MD, TSHR antagonist, S-ASM inh, Mito fusion act, TCR activator, Tb PFK inh, AT treatment, BCR signal inh, Eya2 inh, ELG1 DNA repair, TSG101-PTAP inh
`CCN(CC)CC(=O)NN(Cc1ccccc1)c1ccccc1` in the list: -10%, 4, 3%, -5%, 4%, -1%, 12%, -14%, -3%, 8%, 0%
`CCc1nccn1CCC(=O)N1CCCC(N2CCN(c3ccccc3C)CC2)C1` (stereo not drawn) in the list: -4%, 14, 3%, 0%, -2%, 0%, 10%, 8%, -4%, -10%, -3%
`OC(COc1ccc2c(c1)OCO2)CN1CCc2ccccc2C1` (stereo not drawn) in the list: -17%, 5, 2%, 0%, 1%, 2%, 0%, 0%, 10%, -5%, -3%
`CCOC(=O)COn1c(=O)c(-c2ccc(C)cc2)[n+]([O-])c2ccccc21` in the list: -11%, -1, 18%, 7%, 1%, 3%, 10%, 2%, 11%, u, 0%
`COc1cc(/C=C2\Oc3ccc(C#Cc4ccc(O)cc4)cc3C2=O)cc(OC)c1` in the list: -33%, -3, -11%, x, 3%, 6%, 11%, 1%, -6%, -27%, x

Later entries:
SMILES	Integrin act MD	TSHR antagonist	S-ASM inh	Mito fusion act	TCR activator	Tb PFK inh	AT treatment	BCR signal inh	Eya2 inh	ELG1 DNA repair	TSG101-PTAP inh
COC(=O)/C(C#N)=C/c1ccc(N2CCOCC2)c([N+](=O)[O-])c1	12%	9	2%	0%	10%	7%	-3%	-20%	1%	-6%	1%
Cc1cc(C)c(C(=O)O)c(Cl)n1	23%	17	3%	14%	-2%	4%	3%	5%	8%	0%	2%
COc1ccc(C(=O)NC2CC2)cc1OC1CCN(Cc2cc(C)c(C)cc2C)CC1	0%	-2	x	-1%	0%	2%	20%	-3%	9%	-12%	0%
Cc1cc(SCC(=O)NC2CCCCC2)nc2ccccc12	17%	17	-1%	5%	-1%	4%	0%	0%	6%	6%	3%
COC(=O)c1ccc(S(=O)(=O)NCCSc2nnc3c4ccccc4n(C)c3n2)cc1	-52%[inhibitor]	13	-9%	10%	2%	2%	-4%	1%	3%	u	-8%
CCCCn1c(N)c(N(CCOC)C(=O)c2ccc(Br)s2)c(=O)[nH]c1=O	0%	1	25%	-1%	1%	0%	9%	u	15%	u	-5%
Cc1cc(NC(=O)CSCC(=O)Nc2cc(Cl)ccc2N2CCN(C)CC2)no1	-21%	-1	-2%	0%	-4%	-11%	-2%	-4%	-15%	13%	-2%
COC(=O)c1cc2oc(C)cc2n1CC(=O)Nc1ccc(OC)c(OC)c1OC	x	2	x	-1%	x	-2%	6%	u	-2%	-2%	x
Cc1cc(NC(=O)c2cccc3c2C(=O)N(C2CCCCC2)C3)ccc1Br	-4%	42	-1%	5%	-3%	-5%	24%	3%	18%	21%	-3%
COC(=O)C(Cc1ccc(O)cc1)NC(=O)C(CC(=O)OC(C)(C)C)NC(=O)OC(C)(C)C (stereo not drawn)	-18%	-9	-1%	-2%	-1%	0%	-1%	5%	u	0%	-2%
CCOC(=O)/C(O)=C(\C#N)c1nc2ccccc2[nH]1	-5%	1	3%	-3%	8%	-4%	1%	u	8%	16%	-1%
CN1CCC(=C(c2ccc(Cl)cc2)c2ccccn2)CC1	18%	7	-3%	-9%	3%	2%	-2%	u	2%	u	-6%
CC1=C(C)C(c2ccccc2)NC(=S)N1 (stereo not drawn)	2%	1	8%	-13%	-9%[46.1 µM]	0%	-4%	1%	2%	7%	-9%
